Source: PubChem BioAssay (Fisher Drug Discovery Resource Center)
mcGAS lum = blocks mouse cGAS activity; Q8C6L5; recombinant cGAS, Kinase-Glo ATP depletion luminescence; inhibition, % at 12.5 µM; 160,000 compounds, 0.15% hits; AID 1259399;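 note: 0% = negative control wells and 100% = reference inhibitor with no enzyme activity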
NPYLR7 agonist = mosquito NPYLR7 agonism; HEK293T NPYLR7/Galpha15, GCaMP6s calcium fluorescence; activation, % at 10 µM; 270,000 compounds, 0.15% hits; in the data active = activation above about 40%;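 note: 0% = vehicle and 100% = reference agonist at the receptor; some compounds past the cut are filed as inactive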
hcGAS lum = inhibitors of human cGAS | Q8N884 | recombinant h-cGAS, ATP depletion, Kinase-Glo luminescence | inhibition, % at 12.5 µM | 290,000 compounds, 0.081% hits | AID 1259398;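 note: 0% = vehicle reaction and 100% = reaction without DNA for no activity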
Target sequence (Q8N884 whole entry, looked up): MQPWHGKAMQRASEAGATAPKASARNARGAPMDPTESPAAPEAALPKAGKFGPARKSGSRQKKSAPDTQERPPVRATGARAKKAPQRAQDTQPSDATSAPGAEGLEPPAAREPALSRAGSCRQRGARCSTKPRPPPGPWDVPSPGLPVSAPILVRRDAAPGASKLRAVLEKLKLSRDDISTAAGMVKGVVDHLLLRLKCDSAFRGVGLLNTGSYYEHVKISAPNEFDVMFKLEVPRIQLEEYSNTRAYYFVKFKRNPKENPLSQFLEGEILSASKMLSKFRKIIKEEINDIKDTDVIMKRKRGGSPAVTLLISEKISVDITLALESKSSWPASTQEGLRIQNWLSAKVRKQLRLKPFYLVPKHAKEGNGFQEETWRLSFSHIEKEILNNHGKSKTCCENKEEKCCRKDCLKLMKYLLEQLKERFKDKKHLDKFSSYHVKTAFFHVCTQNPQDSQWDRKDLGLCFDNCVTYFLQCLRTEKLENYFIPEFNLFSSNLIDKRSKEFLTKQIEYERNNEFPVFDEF
Starred values were filed as active, the others as inactive; nt = not tested or not shown; & = joins results of further samples. Cut-off read from the data, not from the text of the source, unless noted: active = inhibition above about 40%; inactive = the rest.

SMILES	mcGAS lum	NPYLR7 agonist	hcGAS lum
Cc1ccc(N=Cc2nc(-c3ccc(Cl)cc3)oc2O)cc1Cl	-6	0	-3
CC(C)c1ccc(C=c2sc(=CC(=O)C(C)(C)C)[nH]c2=O)cc1	nt	1	-1
COc1cc(C)c(S(=O)(=O)Oc2cc(C)ccc2C(N)=O)cc1OC	-5	6	-7
CCN1C(=O)C2(SC(C)(C)CN2C(=O)c2ccc(OC)cc2)c2cc(F)ccc21 (stereo not drawn)	-4	1	-2
COc1ccccc1OCC(=O)N1CCCC(Nc2cccc(F)c2)C1 (stereo not drawn)	nt	-5	3
CCCCCCCCCCOc1ccc(C2=N/C(=C\c3cccs3)C(=O)O2)cc1	-5	13	-5
CC(C)CCn1cnc(-c2ccccc2)c1-c1cnc[nH]1	-13	-2	-9
COc1ccc(C=CC(=O)c2ccc(N3CCOCC3)cc2)c(OC)c1OC	-2	3	0
O=C(/C=C/c1ccccc1)NCC1CC(Cc2ccc(F)cc2)=NO1 (stereo not drawn)	-11	19	-8
CC1=NN(CCCc2ccccc2)c2nc3c(c(=O)n(C)c(=O)n3C)n2C1C (stereo not drawn)	nt	-12	4
Cc1c(NC(=O)c2c([N+](=O)[O-])cnn2C)c(=O)n(-c2ccccc2)n1C	nt	1	-7
Cc1ccc(Nc2nc(NCC3CCCO3)nc(N)c2[N+](=O)[O-])cc1 (stereo not drawn)	1	4	3
O=C1CCc2cc(S(=O)(=O)NC3CCSc4ccccc43)ccc2N1 (stereo not drawn)	-4	11	-9
CC(c1cccs1)N(C)CC(=O)Nc1ccc(F)cc1Cl (stereo not drawn)	nt	0	-3
CCCCCCc1cc2cc(-c3nnc(-c4ccc(C)cc4)o3)c(=O)oc2cc1O	-5	4	-4
COc1ccc(Cn2c(Cc3ccncc3)n[nH]c2=O)cc1	-12	1	2
CC1CN(c2cc(C(F)(F)F)nc3ncnn23)C(c2ccccc2)CO1 (stereo not drawn)	nt	11	-6
Cc1nc(SCC(=O)NC2CC2)c2c(C)c(C)sc2n1	nt	-1	-4
COCCN(C)Cc1ccnc(NC(=O)Cc2ccc(C)nc2)c1	nt	1	-2
COc1ccc(-c2nn(C)c(=O)c3ccccc23)cc1CNC(=O)c1ccc(C)cc1	nt	-7	-5
Cc1cccc(C)c1N(Cn1cccn1)C(=O)C(Cl)Cl	nt	2	-2
Cc1ccc(NC(=O)c2cc(-c3ccc(F)cc3)nc3ccccc23)cc1F	1	-17	3
CC(=O)C(C)Sc1cc(C)nc2c(-c3ccccc3)cnn12 (stereo not drawn)	-5	-2	-5
CC(=NOCC(=O)Nc1cc(C)on1)c1cccs1	-4	3	-2
COc1ccc(-c2nnc(SCC(=O)N3CCCC(C)C3)n2CC2CCCO2)cc1 (stereo not drawn)	-7	-5	-3

Looked up above:
hcGAS lum with Cc1c(NC(=O)c2c([N+](=O)[O-])cnn2C)c(=O)n(-c2ccccc2)n1C → -7
hcGAS lum with CCN1C(=O)C2(SC(C)(C)CN2C(=O)c2ccc(OC)cc2)c2cc(F)ccc21 (stereo not drawn) → -2
NPYLR7 agonist with Cc1ccc(NC(=O)c2cc(-c3ccc(F)cc3)nc3ccccc23)cc1F → -17
mcGAS lum with CCCCCCc1cc2cc(-c3nnc(-c4ccc(C)cc4)o3)c(=O)oc2cc1O → -5
hcGAS lum with Cc1nc(SCC(=O)NC2CC2)c2c(C)c(C)sc2n1 → -4
hcGAS lum with O=C1CCc2cc(S(=O)(=O)NC3CCSc4ccccc43)ccc2N1 (stereo not drawn) → -9

Next results:
SMILES	mcGAS lum	NPYLR7 agonist	hcGAS lum
CN(C(=O)Nc1ccccc1-n1cccn1)C1CCCCC1	nt	3	-19
Cc1ccc(-c2csc(-c3c(C)nc4sccn34)n2)cc1C	nt	5	-9
Cc1ccc(N2CCn3c2nnc(C(=O)NCCCn2ccnc2)c3=O)cc1	0	10	-1
CN(CC1CCOC1)C(=O)CCOc1ccccc1F (stereo not drawn)	nt	1	-8
CCOc1cc(-c2nccn2CCc2nc(C)cc(C)n2)ccc1O	-8	4	-2
COC(=O)CCN1CC(OCc2cccc(OC)c2)CN(C(=O)C2CCCCC2)CC1=O (stereo not drawn)	-16	6	-4
COc1cccc(C(=O)NC(C(=O)NCc2ccco2)C2CCN(C(=O)C3CCCC3)CC2)c1 (stereo not drawn)	-5	5	-2
O=[N+]([O-])c1cccc(C=NNc2ncnc3sc4c(c23)CCCC4)c1	nt	9	-10
NC(=O)CSc1nnc(SCc2ccc(Cl)c(Cl)c2)s1	nt	5	-11
NC(N)=NC(N)=Nc1ccc(F)c(Cl)c1	nt	2	0
Cc1cc(C)nc(NN=Cc2ccsc2)n1	nt	1	3
CSc1nc(C(=O)N2CCc3onc(-c4ccc(Cl)cc4)c3C2)cs1	nt	5	-10
CN(C)S(=O)(=O)c1ccc(C(=O)NCc2n[nH]c(=S)n2-c2cccc(Cl)c2)cc1	-6	-2	-1
COc1ccccc1-c1nc(Cn2nnc(C(=O)Nc3cc(C)ccc3C)c2C)c(C)o1	-3	6	-6
CN(C/C=C/c1ccccc1)Cc1ncccc1C(=O)O	-13	-5	-6
COc1cnc(N2CCC(N3CCC(O)CC3)CC2)nc1	-6	nt	-14
Cc1ccc(C)c(C(=O)N2CCOC(CCCC(C)C)C2)c1 (stereo not drawn)	nt	12	-5
COc1ccc(C(=O)N2C(C(=O)NCc3ccco3)COC23CCN(C(=O)c2cccc(Cl)c2)CC3)cc1 (stereo not drawn)	-1	2	5
Cn1cccc1CN1CCC(C(=O)NC(c2ccc(Cl)cc2)c2cnccn2)CC1 (stereo not drawn)	-3	12	-1
O=C(NC(=S)NC1C2CC3CC(C2)CC1C3)c1cccs1 (stereo not drawn)	-8	17	-4
Cc1ccc(C)n1-n1cnc2sc3c(c2c1=O)CCCCC3	nt	-3	-3
O=C(C(=O)N1CCc2c([nH]c3ccccc23)C1c1cccc(Cl)c1)c1ccccc1 (stereo not drawn)	-1&0	-1&-9	1&2
CC1(C(=O)NCCc2ccccn2)CCN1Cc1ccccc1OC(F)F (stereo not drawn)	nt	4	-6
CC(=O)c1ccc(NC(=O)c2ccc3c(c2)C(=O)N(c2cccc(C)c2C)C3=O)cc1	-2	2	0
CCOC(=O)c1c(C)[nH]c(C(=O)N2CCCC(C(=O)c3ccccc3OC)C2)c1C (stereo not drawn)	-10	2	-7
SMILES	mcGAS lum	NPYLR7 agonist	hcGAS lum
COc1ncc(CN2CCNC(C(=O)NCc3ccncc3)C2)cn1 (stereo not drawn)	nt	0	-6
O=C(CCc1ccccc1)Nc1ccc(Nc2ccc(-n3cccn3)nn2)cc1	-9	-3	-3
Cc1cc(C)n(CCc2c(-c3ccccc3)ncn2CCN2CCOC2=O)n1	-17	2	-7
Cc1cc(C)n(CC(C)NCc2nc(-c3cccnc3)no2)n1 (stereo not drawn)	nt	-19	-1
CS(C)(=O)=O	-3	-6	-4
O=C(Nc1cnc2n1CCCC2)c1cc(-n2cccn2)ccc1Cl	-13	8	-6
CCOc1ccc(NC(=O)C2CC23c2ccccc2-c2ccccc23)cc1 (stereo not drawn)	-1	10	3
Cc1cc(-c2csc(NC3CC3)n2)c(C)n1Cc1cccs1	-7	12	-8
COc1ccccc1C(=O)NCc1ccc(-c2ncc(-c3ccc(F)cc3)[nH]2)cc1	-7	3	-6
COC[C@@H]1CN(c2cnccn2)C[C@H]1C(=O)NC1CCN(C)CC1	-3	nt	-8
CCn1nnc2c(N3CCN(c4ccccc4OC)CC3)ncnc21	nt	10	-11
COCc1[nH]n(-c2ccc(Cl)c(Cl)c2)c(=O)c1C1=C(N2CCOCC2)C(=O)N(c2cc(C)ccc2OC)C1=O	-7	4	-5
COc1ccc(C(=O)Cn2c(=N)n(N)c3ccccc32)cc1	-1	-8	3
Clc1ccc(N/N=C\C2=C(N3CCOCC3)C(=C/c3ccccc3)/CC2)cc1	-7	-2	-5
CCOC(=O)C1(C)CCCCN1C(=O)c1c(F)cccc1F (stereo not drawn)	nt	0	-6
Cc1ccc(-n2[nH]c(C(=O)N3CC4(CC4)c4ccccc43)cc2=O)cc1	-12	0&-3	-8&-4
O=C(NC(c1ccc(F)cc1)c1ccc2ccccc2n1)C1CCN(CCOc2ccc(Cl)cc2Cl)CC1 (stereo not drawn)	-2	-9	-2
O=C(NC1CCCC1)N1C[C@H](Oc2ccccn2)[C@H]2C[C@@H]1CC[C@H]2N1CCOCC1	-2	1	0
Cc1nc2n(n1)C(=O)C(C(c1ccc(C(C)C)cc1)N1CCN(C)CC1)S2 (stereo not drawn)	nt	1	-6
CN(C)c1cccc(-c2cc(C3(CNCc4ccccc4F)CC3)ccn2)c1	-9	12	-7
COc1cc2c(cc1OC)C(C(C)C)N(C(=O)C(C)(C)OC(C)=O)CC2 (stereo not drawn)	2	-1	5
CN(Cc1cc2n(n1)CCNC2)CC1COc2ccccc2O1 (stereo not drawn)	nt	2	-6
O=C(N=Nc1c(O)[nH]c2ccc(F)cc12)C1COc2ccccc2O1 (stereo not drawn)	nt	-3	-6
CC(C)CN(Cc1cnn(C)c1)C(=O)COc1cccc(Cl)c1	-10	0	0
CN(C)C1CCN(C(=O)C2(N(C)Cc3ccccc3)Cc3ccccc3C2)C1 (stereo not drawn)	nt	-4	3
SMILES	mcGAS lum	NPYLR7 agonist	hcGAS lum
COc1ccc(-c2cc(C(=O)N3CCN(C(=O)c4ccc(F)cc4)CC3)c(C)n2-c2ccc(C)cc2)cc1	0	-6	6
CC(C)NC(=O)Cn1nc(-c2ccc(F)cc2)c2sc(N3CCOCC3)nc2c1=O	-4	-4	-4
CCOc1ccccc1C(=O)N1CCC(c2nc(-c3ccc4c(c3)OCO4)no2)CC1	-1	10	-1
CC1(C(=O)NS(=O)(=O)c2cccc(OC(F)F)c2)CCN1C(=O)CC1CCCCC1 (stereo not drawn)	nt	2	-9
CCn1c(C2CCN(C(=O)c3ccc4sc(C)nc4c3)CC2)n[nH]c1=O	-16	6	-3
Nc1ccc(C(=O)N=Nc2c(O)[nH]c3ccc(Br)cc23)cc1	-7	-1	-7
CCCCN(C=O)c1c(CC)nc2c(OCC(=O)N3CCOCC3)cccn12	-3	7	-4
CC(C)C/C=C(\CN1CCN2C(=O)CNC(=O)C2C1)c1ccccc1 (stereo not drawn)	nt	-6	1
CCc1ccc(-c2nccn2CCCn2ccnc2)nc1	nt	16	-6
Cc1nc(C(=O)NCc2cccnc2N(C)C)cs1	nt	22	-7
CCc1nc2ccc(C(=O)N3CCN(C)CC3)cn2c1N(C)CCN1CCOCC1	0	5	-1
Cc1ccccc1SC1CCN(C(=O)c2cn(CCN3CCOCC3)nn2)CC1	nt	5	-7
O=C(NCc1ccc2c(c1)OCO2)c1cccnc1N1CCN(S(=O)(=O)c2ccc(Cl)s2)CC1	-4	12	0
Cc1cccc(OCc2ccc(-c3nc(C#N)c(N4CCOCC4)o3)o2)c1	-7	0	-8
C=CCNC(=O)N1CCN(C(C(=O)N2CCc3ccccc3C2)C2CCCC2)CC1 (stereo not drawn)	-5	-4	-5
O=c1[nH]nc(C2CC2)c2cnn(-c3ccccc3)c12	nt	-4	-9
CC(Nc1cccc(NC(=O)CO)c1)c1ncc(C(C)(C)C)o1 (stereo not drawn)	nt	10	-13
COCCCNC(=O)c1cc(-c2ccccc2)nc2cc(C(C)(C)C)nn12	-5	21	-5
COc1ccc2nc(N(Cc3ccccc3)C(=O)c3ccc([N+](=O)[O-])o3)sc2c1	-11	-2	-5
C[C@@H]1CN(C2(C(=O)NCc3n[nH]c4c3CCC4)Cc3ccccc3C2)C[C@H](C)O1	nt	5	-1
Cc1ccc2c(c1)c(CNC1CCN(C(=O)C3CCCO3)CC1)nn2C (stereo not drawn)	nt	4	-2
Cc1cccc(C(=O)N2CCN(C(C(=O)Nc3ccc(F)cc3)C3CCCC3)CC2)c1 (stereo not drawn)	-4	-2	-3
Cc1ccc(C(=O)c2c(N)c(C(=O)Nc3ccccc3)c3ccccn23)cc1	-7	14	-6
Cc1ccc(N(C)S(=O)(=O)c2c(C)noc2/C=C/N(C)C)cc1	-2	4	6
Cc1cccc(-c2nnc(SCc3ccccc3C#N)n2-c2ccccc2)c1	2	nt	-1

Complete entries, quoted from the list:
Cc1ccc(Nc2nc(NCC3CCCO3)nc(N)c2[N+](=O)[O-])cc1 (stereo not drawn) is listed with mcGAS lum: 1; NPYLR7 agonist: 4; hcGAS lum: 3
Cc1ccc(N(C)S(=O)(=O)c2c(C)noc2/C=C/N(C)C)cc1 is listed with mcGAS lum: -2; NPYLR7 agonist: 4; hcGAS lum: 6

New compounds follow.
SMILES	mcGAS lum	NPYLR7 agonist	hcGAS lum
O=C(NCc1cccnc1)c1ccc(N2CCC(NCc3cccc(C(F)(F)F)c3)CC2)cc1	-12	21	-5
N=C1c2ccccc2CN1c1ccc(-c2ccc(N3Cc4ccccc4C3=N)cc2)cc1	nt	-1	1
CCCCOc1ccccc1-c1cc(C(=O)N/N=C\c2ccc(O)cc2)[nH]n1	-8	2	-3
CC1(C(=O)NS(=O)(=O)c2cccc(OC(F)F)c2)CCN1C(=O)COc1ccc(Cl)cc1 (stereo not drawn)	nt	6	-8
O=C(Nc1cc(Cl)cc(Cl)c1)N(CCO)Cc1ccccc1Br	nt	2	1
CCn1c(C2CCCN(C(=O)COc3ccc4c(c3)OCO4)C2)n[nH]c1=O (stereo not drawn)	nt	1	-10
CCc1ccc(C2COCCN2C(=O)c2ccc3c(c2)CCCC(=O)N3)o1 (stereo not drawn)	nt	-20	0
COc1cc(CNc2nccn3ccnc23)cc(OC)c1	nt	-1	-4

Four entries from above, bar-delimited.
canonical_smiles | mcGAS lum | NPYLR7 agonist | hcGAS lum
N=C1c2ccccc2CN1c1ccc(-c2ccc(N3Cc4ccccc4C3=N)cc2)cc1 | nt | -1 | 1
CCCCOc1ccccc1-c1cc(C(=O)N/N=C\c2ccc(O)cc2)[nH]n1 | -8 | 2 | -3
CC1(C(=O)NS(=O)(=O)c2cccc(OC(F)F)c2)CCN1C(=O)COc1ccc(Cl)cc1 (stereo not drawn) | nt | 6 | -8
O=C(Nc1cc(Cl)cc(Cl)c1)N(CCO)Cc1ccccc1Br | nt | 2 | 1
